# Apoferritin bind: qHTS Assay for Identification of Novel General Anesthetics; hit rate 0.074% among 350,000; Ferritin light chain (Equus caballus), P02791; apoferritin/1-aminoanthracene competitive binding, fluorescence; AID 485281, 2010; Potency, µM (highest dose often 77.5 µM), for the others: at the top dose activity change, negative = displacement, most hits filed as inhibitors; note: potency is the fitted concentration of half-maximal effect; % is set by controls: 0 for no effect and ±100 for the full control effect; nearly all actives have a fitted effect of over 20% in size
#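 Steps: apoferritin (10 uM) was premixed with half-saturated 1-AMA in PBS, compounds were pin-transferred, plates stood 10 min at room temperature, fluorescence was read at 380/535 nm, and curves were fitted with a Hill equation.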
# POLH inh: qHTS for Inhibitors of Polymerase Eta; hit rate 1.2% among 390,000; DNA polymerase eta (Homo sapiens), Q9Y253; recombinant Pol eta, fluorescent DNA replication assay; Potency, µM (top dose mostly 114 µM), for inactives: at the top dose activity change, negative = inhibition, usual class: inhibitors; note: potency is the fitted concentration of half-maximal effect; % is set by controls: 0 for no effect and ±100 for the full control effect
#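 Fluorescent replication assay: 50 nM final substrate added after a 15 min room-temperature compound preincubation with 10 nM enzyme. Signal taken at 0 min and again at 10 min.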
# Pol kappa inh: qHTS for Inhibitors of Polymerase Kappa; Potency, µM (top dose mostly 107 µM), for the others: top-dose activity, negative = inhibition, most hits filed as inhibitors; purified Pol kappa, fluorescent DNA synthesis assay, 10 min; hit rate 0.53% among 400,000; DNA polymerase kappa (Homo sapiens), Q9UBT6; AID 588579, 2011; note: potency is the fitted concentration of half-maximal effect; % is set by controls: 0 for no effect and ±100 for the full control effect
#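 Kinetic fluorescence screen: compound preincubated 15 min RT with 10 nM enzyme; 50 nM substrate (final) initiates; reads at 0/10 min.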
# Pol iota inh: qHTS for Inhibitors of Polymerase Iota | DNA polymerase iota (Homo sapiens), Q9UNA4 | Pol iota fluorescent replication assay, 10 min | Potency, µM (titrated, usually from 115 µM), for inactives: top-dose activity, negative = inhibition, actives largely listed as inhibitors | hit rate 1% among 390,000 | AID 588590, 2011; note: potency is the fitted concentration of half-maximal effect
#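 Pol iota at 10 nM preincubated 15 min with compounds at room temperature; reaction started with fluorescent substrate, 50 nM final. Fluorescence read kinetically at 0 and 10 min; buffer-only wells as negative control.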
# RXFP1 antag: qHTS Assay for Antagonists of the Relaxin Receptor RXFP1; HEK293-RXFP1, relaxin-stimulated cAMP HTRF, 30 min; active compounds read low; activity change, negative = inhibition, % at 57.5 µM; hit rate 0.59% among 350,000; AID 1259400, 2018;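 active = activity change of -60% or lower, but not beyond a set lower limit; inconclusive = change between -60% and -40%, or beyond the set limit; inactive = change above -40%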; note: % is set by controls: 0 for no effect and ±100 for the full control effect
# APEX1 inh: qHTS Assay for Inhibitors of the Human Apurinic/apyrimidinic Endonuclease 1 (APE1). DNA repair nuclease/redox regulator APEX1 (Homo sapiens), P27695. recombinant APE1, TAMRA/BHQ-2 abasic DNA cleavage fluorescence. Potency, µM (highest dose often 65.8 µM), without a hit: top-dose activity change, negative = inhibition, usual class: inhibitors. hit rate 0.35% among 350,000;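 note: potency is the fitted concentration of half-maximal effect; plate controls were vehicle for no effect and reference inhibitor for full effect; nearly all actives have a fitted effect of over 55% in size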
#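 Enzyme (0.75 nM final) and test compound are incubated 15 min at room temperature before adding 50 nM quenched THF abasic-site duplex. Cleavage dequenches TAMRA, followed at 525/598 nm over three reads one minute apart.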
# Tb PGK inh: qHTS Assay to Find Inhibitors of Phosphoglycerate Kinase; PGK/GAPDH coupled, Kinase-Glo luminescence, 60 min; Phosphoglycerate kinase, glycosomal (Trypanosoma brucei brucei), P07378; Potency, µM (series often up to 57.5 µM), without a hit: top-dose activity change, negative = inhibition, actives largely listed as inhibitors; hit rate 0.043% among 380,000; note: potency is the fitted concentration of half-maximal effect; % is set by controls: 0 for no effect and ±100 for the full control effect; nearly all actives have a fitted effect of over 60% in size
#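 Recombinant glycosomal PGK reaction used 1,3-bisphosphoglycerate generated in-well by GAPDH (100nM final) in 100mM TEA pH 7.6, 5mM MgCl2, 0.01% Tween-20. After 60 minutes at room temperature, ATP was read by Kinase-Glo Plus luminescence end-point.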
# BLM helicase inh: qHTS Assay for Inhibitors of Bloom's syndrome helicase (BLM); RecQ-like DNA helicase BLM (Homo sapiens), P54132; recombinant BLM DNA unwinding, fluorescence dequenching; Potency, µM (highest dose often 56.1 µM), for inactives: top-dose activity change, negative = inhibition, usual class: inhibitors; hit rate 0.2% among 350,000; AID 2528, 2010;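 note: potency is the fitted concentration of half-maximal effect; plate controls were vehicle for no effect and no enzyme for full effect; nearly all actives have a fitted effect of over 35% in size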
# Target sequence (P54132 whole entry, looked up): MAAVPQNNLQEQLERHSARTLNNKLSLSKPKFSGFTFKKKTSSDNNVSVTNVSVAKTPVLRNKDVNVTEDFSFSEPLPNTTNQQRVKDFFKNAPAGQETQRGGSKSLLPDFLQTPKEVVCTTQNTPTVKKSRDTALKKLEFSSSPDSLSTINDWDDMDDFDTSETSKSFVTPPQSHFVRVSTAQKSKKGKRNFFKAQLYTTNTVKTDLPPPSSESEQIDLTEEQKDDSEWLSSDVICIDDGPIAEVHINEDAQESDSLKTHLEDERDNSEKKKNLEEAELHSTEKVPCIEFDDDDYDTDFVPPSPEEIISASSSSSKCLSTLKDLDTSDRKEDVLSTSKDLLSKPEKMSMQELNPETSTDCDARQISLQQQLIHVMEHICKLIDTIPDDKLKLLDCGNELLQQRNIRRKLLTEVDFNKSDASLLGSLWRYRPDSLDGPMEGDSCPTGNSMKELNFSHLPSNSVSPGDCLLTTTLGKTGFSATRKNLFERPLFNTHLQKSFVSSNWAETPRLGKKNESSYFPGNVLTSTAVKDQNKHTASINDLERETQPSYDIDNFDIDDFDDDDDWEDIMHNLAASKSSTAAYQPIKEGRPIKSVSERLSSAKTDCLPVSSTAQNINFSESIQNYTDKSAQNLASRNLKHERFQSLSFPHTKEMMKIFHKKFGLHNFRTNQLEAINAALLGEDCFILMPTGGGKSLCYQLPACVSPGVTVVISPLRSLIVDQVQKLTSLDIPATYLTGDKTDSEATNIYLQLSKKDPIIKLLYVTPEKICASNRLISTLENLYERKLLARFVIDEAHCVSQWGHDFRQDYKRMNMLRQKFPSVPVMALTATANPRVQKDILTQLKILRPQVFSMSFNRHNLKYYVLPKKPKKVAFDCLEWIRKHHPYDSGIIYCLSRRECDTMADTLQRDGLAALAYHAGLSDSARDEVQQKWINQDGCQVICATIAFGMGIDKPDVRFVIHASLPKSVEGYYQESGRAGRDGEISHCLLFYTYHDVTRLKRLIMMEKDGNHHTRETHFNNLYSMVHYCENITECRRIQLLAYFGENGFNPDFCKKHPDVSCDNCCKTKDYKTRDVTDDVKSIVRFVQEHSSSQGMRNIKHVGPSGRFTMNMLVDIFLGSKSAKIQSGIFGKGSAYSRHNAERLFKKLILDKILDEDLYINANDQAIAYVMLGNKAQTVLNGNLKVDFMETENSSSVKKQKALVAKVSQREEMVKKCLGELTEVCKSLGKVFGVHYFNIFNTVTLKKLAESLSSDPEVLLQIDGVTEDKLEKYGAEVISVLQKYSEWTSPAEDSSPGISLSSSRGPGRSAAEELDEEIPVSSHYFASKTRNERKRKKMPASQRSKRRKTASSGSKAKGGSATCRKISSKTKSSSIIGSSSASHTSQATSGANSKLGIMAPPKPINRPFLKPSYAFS
# Pol beta inh: qHTS Assay for Inhibitors of DNA Polymerase Beta. P06746. Pol beta primer extension/strand displacement, fluorescence kinetic. Potency, µM (top dose mostly 114 µM), without a hit: top-dose activity change, negative = inhibition, actives largely listed as inhibitors. hit rate 1.3% among 340,000; note: potency is the fitted concentration of half-maximal effect; % is set by controls: 0 for no effect and ±100 for the full control effect
#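 Homogeneous kinetic assay of primer extension and strand displacement by 10 nM Pol beta, preincubated 15 min at room temperature with compound before 50 nM substrate (final) was added. Read at 0 and 10 min; four-parameter Hill fit.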
# An asterisk follows results filed as active; i = inactive; ? = inconclusive; . = no result given; & = joins results of further samples; [ ] = remark or other dose. Unless noted, calls come from the whole dose curve; as a rule, active = well fitted curve in the direction sought with a large enough effect; inconclusive = small, poorly fitted or top-dose-only effect, or another doubt; inactive = no such curve, though single readings can be large; an effect the other way counts as inactive or inconclusive. This is a subset; rates above refer to the full screens.
Compound	Apoferritin bind	POLH inh	Pol kappa inh	Pol iota inh	RXFP1 antag	APEX1 inh	Tb PGK inh	BLM helicase inh	Pol beta inh
CCOc1ccc(/C=C2\SC(=O)N(c3ccc(O)cc3)C2=O)cc1OC	?	-1%	-1%	1%	8	0%	-2%	-4%	-19%
CCOC(=O)N/N=C\c1sccc1C	0%	-6%	-1%	-4%	-10	4%	-9%	3%	29%
CCn1c(CC(=O)Nc2ccc(C)cc2)n[nH]c1=S	-8%	-18%	4%	44%[activator]	-6	2%	-5%	-6%	3%
COc1ccc(N2CCN(c3cc(C)nc4nncn34)CC2)cc1	7%	-24%	-4%	-2%	-5	.	-2%	-1%	23%
O=C(c1cc([N+](=O)[O-])cc([N+](=O)[O-])c1)N1CCOCC1	-7%	-20%	-5%	15%	18	5%	-3%	1%	15%
COc1ccc(NC(=O)Cn2nc(C)c3c(C)n(-c4ccccc4)nc3c2=O)cc1OC	-20%	?	-6%	?	-15	.	-8%	-14%	50µM*
COc1ccc2c(c1)C(=O)N1[C@H]3c4cc(Br)ccc4OC[C@@H]3[C@H](c3ccccc3)[C@]1(C)C(=O)N2	.	-7%	-4%	5%	.	-14%	-8%	.	.
C#CCN1C(=O)C(O)(CC(=O)/C=C/c2ccco2)c2ccccc21 (stereo not given)	-22%	?	?	35µM*	-3	?	-6%	-3%	?
Cc1ccc(CNC(=O)CN2C(=O)C3(SCC(=O)N3c3ccc(F)c(F)c3)c3ccccc32)cc1 (stereo not given)	-12%	-21%	-9%	20%	.	.	-4%	-4%	-4%
OC1CCN(CC(O)C(F)(F)F)CC1 (stereo not given)	0%	0%	-20%	2%	2	16%	0%	-2%	3%
O=C(O)CS/C(=C\c1ccc(F)cc1)c1nc2ccccc2s1	-8%	.	.	.	.	13%	.	-1%	61%
COc1cc(C(=S)N2CCCC2)cc(OC)c1OS(=O)(=O)c1ccc(NC(C)=O)cc1	-8%	-12%	-16%	6%	-7	-7%	-6%	0%	-6%
COc1ccc(Oc2cn[nH]c2-c2ccc(O)cc2O)cc1	-17%	-14%	-12%	-4%	13	5%	1%	-8%	10%
CC(=O)Nc1cccc(NC(=O)CSc2cn(CC(=O)N3CCCC3)c3ccccc23)c1	4%	5%	-6%	2%	-20	.	8%	-8%	1%
COc1ccc(Cl)cc1C(=O)OCC(=O)NCCNC(=O)COC(=O)c1cc(Cl)ccc1OC	-8%	-20%	-10%	27%	-1	17%	-2%	0%	30%
COc1cccc(OC)c1C(=O)OCC(=O)Nc1cccnc1Cl	1%	7%	-8%	134%[activator]	-19	-1%	-1%	-2%	0%
Oc1ccc(C[C@H]2CNC(=S)N2CC2CCCN2C[C@H](Cc2ccc(O)cc2)N2C[C@H](Cc3ccc(O)cc3)N(CC3CCCCCC3)C2=S)cc1 (stereo not given in full)	.	-16%	-29%	23%	.	.	-4%	.	.
COC(=O)C1N[C@@H]([C@@H](NC(=O)COc2ccccc2)C(=O)Nc2ccc(OC)cc2)SC1(C)C (stereo not given in full)	.	-20%	1%&-2%	20%&26%	.	.	-2%	.	.
COc1ccc(C(=O)ON=C2c3ccccc3-c3ccccc32)cc1OC	8%	-14%	-8%	22%	2	5%	0%	-3%	27%
Cc1ccc(/C=C/C(=O)N2CCCC(C(N)=O)C2)o1 (stereo not given)	6%	-3%	10%	-5%	-4	2%	-9%	-3%	1%
NC(=O)c1ccc(NC(=O)COC(=O)c2c3c(nc4ccccc24)/C(=C\c2cccs2)CCC3)cc1	-14%	-1%	-5%	-24%	2	-5%	.	-12%	8%
O=C(NC1CCCC1)C(c1ccncc1)N(C(=O)Cc1cccs1)c1ccc(F)cc1 (stereo not given)	-9%	-17%	-8%	88%[activator]	-2	19%	-6%	-1%	-12%
O=C(CP(=O)(O)CC(=O)c1ccccc1)c1ccccc1	-7%	-10%	-3%	76%[activator]	0	-2%	i	-2%	-1%
COc1ccc(-n2c(N)cc(=O)nc2SCC(=O)NC2CCCCC2)cc1	.	1%	-8%	113%[activator]	0	.	-3%	.	.

# Single entries from the list:
# Apoferritin bind, `O=C(CP(=O)(O)CC(=O)c1ccccc1)c1ccccc1` : -7%
# Tb PGK inh, `CC(=O)Nc1cccc(NC(=O)CSc2cn(CC(=O)N3CCCC3)c3ccccc23)c1` : 8%
# Pol kappa inh, `O=C(NC1CCCC1)C(c1ccncc1)N(C(=O)Cc1cccs1)c1ccc(F)cc1` (stereo not given) : -8%
# POLH inh, `COc1ccc(-n2c(N)cc(=O)nc2SCC(=O)NC2CCCCC2)cc1` : 1%
# APEX1 inh, `COc1ccc(Cl)cc1C(=O)OCC(=O)NCCNC(=O)COC(=O)c1cc(Cl)ccc1OC` : 17%

# Laid out differently: results already given.
# Below each compound – Apoferritin bind, POLH inh, Pol kappa inh, Pol iota inh, RXFP1 antag, APEX1 inh, Tb PGK inh, BLM helicase inh, Pol beta inh
COc1ccc(Oc2cn[nH]c2-c2ccc(O)cc2O)cc1
 : -17%, -14%, -12%, -4%, 13, 5%, 1%, -8%, 10%
COc1ccc(-n2c(N)cc(=O)nc2SCC(=O)NC2CCCCC2)cc1
 : ., 1%, -8%, 113%[activator], 0, ., -3%, ., .
COc1ccc(N2CCN(c3cc(C)nc4nncn34)CC2)cc1
 : 7%, -24%, -4%, -2%, -5, ., -2%, -1%, 23%

# Next part.
Compound	Apoferritin bind	POLH inh	Pol kappa inh	Pol iota inh	RXFP1 antag	APEX1 inh	Tb PGK inh	BLM helicase inh	Pol beta inh
CC(=O)c1cccc(NC(=O)C2CCN(C(=O)c3cnn(-c4ccccc4)c3-n3cccc3)CC2)c1	-22%	-14%	-1%	-18%	.	.	-8%	-1%	0%
CC1CCN(CCc2nc3cc(NC(=O)NC4CCCCC4)ccc3n2C)CC1	-21%	-12%	-2%	7%	11	0%	-9%	-2%	12%
NNC(=O)c1ccc(-c2ccccc2F)cc1	6%	-3%	0%	-11%	6	-2%	-1%	-10%	-6%
O=C(OCC(=O)N1CCN(c2ccccc2)CC1)C1CCCN1S(=O)(=O)c1ccc(Cl)cc1 (stereo not given)	.	-25%	-16%	23%	-19	11%	-3%	.	.
Cc1ccc(NC(=O)c2noc3c2CCCCC3)cc1	0%	-5%	-8%	-3%	-26	-7%	-8%	-2%	1%
O=C(C#Cc1ccccc1)Nc1cccc(F)c1	-12%	-10%	-1%	113%[activator]	-18	-11%	3%	-6%	-3%
O=C(NC1CCCCC1)C(c1ccncc1)N(C(=O)Cc1cccs1)c1ccccc1 (stereo not given)	-9%	-4%	2%	35%[activator]	12	-4%	-2%	-1%	4%
O=C1CCCN1CN(C(=O)c1ccccc1)c1ccccc1	-5%	-4%	-14%	108%[activator]	5	-1%	0%	-11%	?
CCCN1CCN(CCCNC(=O)CCNC(=O)Cn2ccc3ccccc3c2=O)CC1	-18%	-1%	-10%	3%	1	2%	-5%	-12%	4%
CCC(CC)C(=O)N1CC(=O)Nc2ccc(F)cc2C1c1ccc(F)cc1 (stereo not given)	-21%	-13%	-5%	8%	.	-7%	-6%	-1%	4%
CCCCCCSC1=C(C#N)C(c2ccc(O)cc2)CC(=O)N1 (stereo not given)	?	-6%	-21%	7%	-5	17%	-1%	-10%	-12%
N#CC(Sc1ccccn1)c1ccc(Cl)cc1 (stereo not given)	21%	0%	-18%	8%	4	-10%	1%	0%	13%
CC(C)(C)c1ccccc1NC(=O)CN1C(=O)NC2(CCCC2)C1=O	-18%	-10%	-12%	-15%	-3	14%[12.4 µM]	-2%	-2%	0%
Cc1ccc(-n2c3c(cc(C(=O)NCC(=O)c4ccccc4)c2=O)C(=O)CCC3)cc1	-4%	5%	-1%	26%	-7	23%	-6%	-5%	6%
CCOC(=O)c1noc2ncn(Cc3ccc([N+](=O)[O-])cc3)c(=O)c12	-10%	-18%	-6%[60.1 µM]	-10%	-32	.	0%	-2%	-2%
O=C(c1ccc(-n2cnnn2)cc1)N1CCOCC1	-5%	2%	-3%	-5%	-1	-7%	-4%	-4%	18%
Cc1nn(-c2ccccn2)c2c1C(=O)CC(C)(C)C2N=[N+]=[N-] (stereo not given)	.	-23%	-14%	?	.	.	-8%	.	.
CCOc1cc2[nH]c(=S)n(C3CCN(Cc4ccccc4)CC3)c(=O)c2cc1OCC	-4%	-13%	-4%	?	-1	3%	-7%	-1%	-1%
CCN(CC)S(=O)(=O)c1cc(NC(=O)CSc2n[nH]c(N)n2)ccc1C	.	-6%	16%	29%	-2	-10%	i	.	.
OCCN1CCN(CC(O)COCCOc2ccc(Br)cc2)CC1 (stereo not given)	1%	-16%	-10%	-10%	8	2%	i	3%	17%
C/C(=N\NC(N)=O)c1c(F)cccc1F	-6%	-20%	-7%	164%[activator]	-7	-4%	i	-4%	-15%
Cc1cc(NC(=O)COC(=O)CNS(=O)(=O)c2ccc(C)c(C)c2)no1	-8%	-10%	8%	54%[activator]	1	6%	i	-7%	0%
c1cc(SC2CCCCC2)cc(-c2nc3cnccn3c2NC2CCCCC2)c1	.	-16%	-4%	?	.	-6%	3%	.	.
O=C(O)c1ccc(B(O)O)cc1	-4%	.	4%	3%	.	?	.	-9%	.
Cc1cc(C)c(S(=O)(=O)c2cccc(C(F)(F)F)c2)c(=O)[nH]1	5%	-22%	-11%	142%[activator]	1	17%	-18%	-6%	2%

# High-throughput results from PubChem BioAssay.
